Screening data deposited in PubChem by National Center for Advancing Translational Sciences (NCATS).
AmpC inh detg – inhibitors of E. coli AmpC beta-lactamase with detergent | P00811 | AmpC hydrolysis of nitrocefin, absorbance 480 nm, 0.01% Triton | Potency, µM (doses to about 114 µM), without a hit: top-dose activity change, negative = inhibition, usual class: inhibitors | hit rate 0.041% among 370,000 | AID 485294;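 further: potency means the concentration at half of the fitted maximal effect; 0% = no-compound wells and -100% = no-enzyme wells; nearly all actives have a fitted effect of over 25% in size; some results filed as inactive show a strong effect at the top dose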
Target sequence (P00811 whole entry, looked up): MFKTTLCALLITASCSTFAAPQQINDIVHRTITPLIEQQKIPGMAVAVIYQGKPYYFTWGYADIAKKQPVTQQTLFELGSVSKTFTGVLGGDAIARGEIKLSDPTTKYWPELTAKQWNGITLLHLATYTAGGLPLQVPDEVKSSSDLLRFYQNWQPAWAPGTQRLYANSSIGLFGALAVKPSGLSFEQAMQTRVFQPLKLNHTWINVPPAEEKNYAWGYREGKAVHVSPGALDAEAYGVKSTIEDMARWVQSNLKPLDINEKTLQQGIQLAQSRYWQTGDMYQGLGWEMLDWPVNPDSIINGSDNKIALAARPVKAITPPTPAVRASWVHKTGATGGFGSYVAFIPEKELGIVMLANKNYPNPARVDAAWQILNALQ
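20 mM phosphate pH 7.0 + 0.01% (detergent screen) or 0.0001% Triton X-100; 5.3 nM AmpC reagent; cpd preinc 15 min RT; nitrocefin (800 uM stock) to start; A480 q20 s × 4 min; Activity was normalised to no-enzyme and no-compound control wells.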
HCMV antiviral – inhibitors of human cytomegalovirus; HFF cells, HCMV-luciferase reporter, 72 h; active compounds read low; activity change, negative = inhibition, % at 57.5 µM; hit rate 4.5% among 410,000; AID 1259415; in the data active means activity change below about -60%; inconclusive means no clear call, values can overlap the other calls; inactive means above about -39%
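After 16 h attachment at 37C, HFF cells received test compound and HCMV-luciferase (1 PFU/cell); reporter luminescence read 72 h later, data normalized against buffer-only and known inhibitor Salinomycin.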
Sm TGR inh – S. mansoni TGR enzyme inhibition | purified TGR, DTNB reduction, TNB absorbance 405 nm | Potency, µM (titrated, usually from 114 µM), for inactives: at the highest dose activity change, negative = inhibition, most hits filed as inhibitors | hit rate 3% among 360,000 | AID 485364; further: potency means the concentration at half of the fitted maximal effect; nearly all actives have a fitted effect of over 60% in size
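Kinetic colorimetric format: TGR-catalysed, NADPH-driven DTNB reduction monitored via TNB absorbance. Enzyme dispensed at 20 nM; compound exposure 15 min at room temperature before reaction start.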
FBPA Giardia inh – inhibitors of Giardia lamblia fructose-1,6-bisphosphate aldolase; hit rate 0.71% among 290,000; Potency, µM (top dose mostly 59.6 µM), inactives show at the highest dose activity, negative = inhibition, most hits filed as inhibitors; purified Giardia FBPA; further: potency means the concentration at half of the fitted maximal effect; nearly all actives have a fitted effect of over 55% in size
Target sequence (A8B2U2 whole entry, looked up): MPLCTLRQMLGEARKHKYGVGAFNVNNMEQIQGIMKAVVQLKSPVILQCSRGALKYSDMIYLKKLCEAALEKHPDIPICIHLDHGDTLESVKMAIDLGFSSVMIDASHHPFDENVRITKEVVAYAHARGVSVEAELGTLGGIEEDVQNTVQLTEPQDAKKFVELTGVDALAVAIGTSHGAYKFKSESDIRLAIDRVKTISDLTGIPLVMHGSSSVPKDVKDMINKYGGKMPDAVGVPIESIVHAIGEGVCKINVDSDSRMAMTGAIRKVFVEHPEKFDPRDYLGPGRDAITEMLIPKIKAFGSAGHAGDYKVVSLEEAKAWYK
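Giardia FBPA (40 nM reagent) was preincubated 10 min at RT with compound (up to 57.5 uM final), then substrate plus GAPDH/TPI/NAD/arsenate coupling system with diaphorase/resazurin was added; resorufin fluorescence (525/598 nm) was read after 20 min.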
AmpC no deterg – inhibitors of E. coli AmpC beta-lactamase without detergent; AID 485341; hit rate 0.52% among 330,000; P00811; AmpC nitrocefin hydrolysis, absorbance 480 nm, 0.0001% Triton; Potency, µM (doses to about 57.1 µM), without a hit: at the top dose activity change, negative = inhibition, actives largely listed as inhibitors;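 further: potency means the concentration at half of the fitted maximal effect; plate controls were no compound for no effect and no enzyme for full effect; nearly all actives have a fitted effect of over 20% in size; some results filed as inactive show a strong effect at the top dose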
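20 mM phosphate pH 7.0 + 0.01% (detergent screen) or 0.0001% Triton X-100; 5.3 nM AmpC reagent; cpd preinc 15 min RT; nitrocefin (800 uM stock) to start; A480 q20 s × 4 min; Activity was normalised to no-enzyme and no-compound control wells.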
AMA1 RON2 block – AMA1-RON2 (P. falciparum) interaction inhibition; AlphaScreen AMA1-biotinylated RON2 peptide binding; Potency, µM (series often up to 58.2 µM), without a hit: at the highest dose activity change, negative = inhibition, actives largely listed as inhibitors; hit rate 0.2% among 360,000; AID 720542;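 further: potency means the concentration at half of the fitted maximal effect; 0% = vehicle wells and -100% = peptide control; nearly all actives have a fitted effect of over 45% in size; some results filed as inactive show a strong effect at the top dose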
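AMA1 (3D7) with his tag at 25 nM final met compounds first, then biotinylated RON2 peptide at 25 nM; detection used donor plus acceptor beads, 10 µg/mL apiece, read by AlphaScreen after 30 min at room temperature.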
Active calls of the source: *; ? = inconclusive; . = not tested or not shown; & = joins results of further samples; [ ] = remark or other dose. Unless noted, the call rests on the fitted dose curve; in most records, active means well fitted curve in the direction sought with a large enough effect; inconclusive means small, poorly fitted or top-dose-only effect, or another doubt; inactive means no such curve, though single readings can be large; an effect the other way counts as inactive or inconclusive. Unless noted, on the % scale 0 is the no-effect control and ±100 the full control effect.

Each structure is followed by: Sm TGR inh, HCMV antiviral, AMA1 RON2 block, AmpC inh detg, FBPA Giardia inh, AmpC no deterg
CCOC(=O)c1cc2c(=O)[nH]ccc2nc1C(F)(F)F
    -7%, -10, -13%, 2%, 0%, 4%
CC(C)(C)CN1CCNC(=O)C1CC(=O)NC1Cc2ccccc2C1 (stereo unspecified)
    ?, -5, -1%, -8%, -13%, 53%
Cc1ccc(NC(=O)C(OC(=O)c2cc(C)oc2C)c2ccccc2)cc1 (stereo unspecified)
    -4%, -61*, 10%, -14%, 2%, -38%
CCOC(=O)Cc1c[nH]c(=S)[nH]c1=O
    -2%, 21, 33%[activator], -3%, 18µM*, -6%
O=C(COC(=O)c1ccncc1)c1ccccc1
    -19%, 14, 7%, -4%, 1%, -14%
Cc1c(N=C2SCC(=O)N2c2c(C)n(C)n(-c3ccccc3)c2=O)c(=O)n(-c2ccccc2)n1C
    0%, 21, 5%, ?, 4%, -7%
COc1ccc(C2CC(=O)C=C(NCCC(C)C)C2)cc1 (stereo unspecified)
    -17%, -12, 0%, ?, -12%, -5%
CC(C(=O)Nc1ccc(C(N)=O)cc1)N1C(=O)c2ccccc2S1(=O)=O (stereo unspecified)
    -14%, -12, -11%, -6%, ., -10%
O=C(Nc1ccc(-c2cnco2)cc1)c1ccc(F)cc1F
    -1%, 2, 24%, 2%, 0%, -15%
COc1ccc(N2CCN(C(=O)COC(=O)c3ccc(-n4nc(C)cc4C)cc3)CC2)cc1
    -2%, 0, 8%, -15%, ., 106%[activator]
O=C(NCC(=O)N(CC1CCCO1)C(C(=O)NC1CCCCC1)c1cccnc1)c1cccs1 (stereo unspecified)
    -4%, -28, 0%, 1%, 5%, 0%
CCOc1ncccc1C(=O)OCC(=O)Nc1cc(S(=O)(=O)N2CCOCC2)ccc1C
    -10%, 96, 16%, -14%, 3%, 5%
COc1ccc(NC(=O)Nc2cccc(C)n2)c(OC)c1
    9%&2%, -16&5, 7%, 7%&14%, 5%, -19%
COc1ccccc1C(CNC(=O)c1cc(S(=O)(=O)N2CCOCC2)ccc1C)N1CCCC1 (stereo unspecified)
    6%, 1, -3%, ?, ., -10%
CCC(=O)Nc1sc2c(c1C(=O)N(C)C)CCCCC2
    -10%, -27, 3%, -14%, 3%, -11%
COc1ccc(C(C#N)c2ccc(=O)[nH]n2)cc1 (stereo unspecified)
    ., -5, 5%, -1%, 2%, -10%
CN=C1c2c(-c3ccccc3)c3cc(OC)ccc3n2CCN1C
    -2%, 16, 1%, 2%, -7%, 46%[activator]
CCn1c(CSc2nnc(-c3ccncc3)n2CCOC)nc2cc(C(=O)O)ccc21
    1%, -24, 21%, 0%, ?, -17%
Cc1ccc(S(=O)(=O)CC(=O)Nc2ccccn2)cc1
    0%, -63*, 0%, ?, -1%, -21%
COc1ccc(NC(=O)Cc2c(Sc3ccccc3)c3ccccc3n2C)cc1
    0%, 3, -1%, -13%, 0%, -37%
CCCCCC(=O)N1CC2(CC)CN(C(=O)CCCCC)CC(CC)(C1)C2=O
    5%, -33, 4%, 3%, 4%, 34%
COc1ccc(OC)c(NC(=O)CSc2cn(CC(=O)N3CCOCC3)c3ccccc23)c1
    5%, -13, ., 19%, ., .
COc1ccc(CCNC(=O)c2cc3c(=O)n4cccc(C)c4nc3n(Cc3ccco3)c2=N)cc1OC
    -4%, -28, 2%, 2%, -11%, 132%[activator]
Nc1nnc(SCc2ccc(F)cc2)s1
    8%, -14, 0%, 1%, 2%, .
COc1ccc(Cl)cc1NC(=O)CSc1nccn1Cc1ccco1
    10%, ?, ., 3%, ., .
CCOc1ccc(-c2[nH]ncc2Oc2ccccc2OCC)c(O)c1
    -25%, -20, 108%[activator], -24%, -11%, -11%
Cc1cc(C)n2nc(C(=O)N3CCOCC3)nc2n1
    0%, 13, 14%, -5%, 1%, -7%
O=C(Nc1ccc(Cl)cc1)NC1(C(=O)NCCCN2CCOCC2)CCCCC1
    4%, 52, 4%, -1%, 1%, 0%
CCOC(=O)N1CCN(C(=O)C(C)SCc2ccccc2)CC1 (stereo unspecified)
    -1%, 11, -1%, -6%, 4%, 11%
Cc1ccc(Nc2c([N+](=O)[O-])ccc3c2=NC2(CCCCC2)N=3)cc1
    1%, 55, ?, -10%, ?, -19%
COc1cccc(CNCC(=O)N2C(C)CCCC2C)c1 (stereo unspecified)
    -25%, 26, -20%, -18%, -11%, -19%
CN1CCN(CC(O)COCCOc2ccc(Br)cc2)CC1 (stereo unspecified)
    3%, ?, -4%, 1%, -12%, -10%
C/C(=N\NC(=O)c1nnn(-c2nonc2N)c1CN(C)c1ccccc1)c1ccccc1O
    -12%, -100*, -27%, -10%, -12%, -31%
CNc1nc(C)c(C#N)c(-c2ccccc2)c1C(C)=O
    13%, -37, 3%, 1%, 10%, -20%
CCc1nnc(NC(=O)c2ccc(S(C)(=O)=O)cc2)s1
    3%, -11, -3%, -8%, 1%, -10%
COC(Cn1cc(C)c(=O)[nH]c1=O)OC
    -2%, 20, 4%, -2%, 3%, -11%
NC(=O)N1c2ccccc2CC(=O)c2ccccc21
    -19%&-9%, 22, -4%, -11%&-3%, ?, -8%&-22%
C#CCOc1c(Br)cc(/C=N\NC(=O)CN2CCOCC2)cc1OCC
    -30%, -15, 5%, -2%, -3%, 70%[activator]
Cc1ccc(C(=O)Nc2c(C(=O)N3CCOCC3)cnn2-c2ccccc2)cc1
    -1%, -11, 4%, -6%, 2%, .
Cc1csc(OCC(=O)Nc2ccc(C)c(C)c2)n1
    0%, 35, -3%, -5%, -8%, -18%
Cc1cccc(C)c1N(CC(=O)Nc1cc(Cl)ccc1Oc1ccccc1)S(C)(=O)=O
    2%, -12, -2%, ?, -8%, 0.16µM*
N#CC(C(=O)OCc1ccccc1)c1nc2ccccc2nc1N1CCOCC1 (stereo unspecified)
    13%, -19, -13%, 4%, 7%, -7%
COc1ccc(NC(=O)Nc2cccc3c2O[C@@H](CN(C)CC2CCCCC2)[C@@H](C)CN([C@H](C)CO)C3=O)cc1
    ., -7, 10%, ., ., 120%[activator]
Cc1ccc(CN2CCN(CC(=O)NCCCN3CCN(c4ccc(F)cc4)CC3)C2=O)cc1
    5%, ?, -5%, 4%, ., 96%[activator]
CCc1ccc2oc(C(=O)NCCc3ccc(S(N)(=O)=O)cc3)cc(=O)c2c1
    6%, 6, 2%, -13%, 0%, -15%
O=C(CSC1=NCCN1)NC(c1ccccc1)c1ccccc1
    16%, 40, 2%, -1%, -12%, -12%
Cc1nnc2c3ccccc3nc(Nc3ccc(F)cc3Cl)n12
    7%, ?, ., 18%, ., .
CC(=O)c1ccc(OC(=O)COc2ccccc2)cc1
    ?, 8, -3%, ?, 0%, -9%
COc1ccc(C=C2c3ccccc3C(=O)c3ccccc32)c(OC)c1
    8%, -88*, ., 1%, -8%, -52%
CCN(CC)Cc1cc(C(=O)O)c(-c2ccccc2)o1
    -17%, -24, -2%, -3%, -15%, -13%
Cc1cc(C(=O)OCC(N)=O)c(C)n1-c1ccccc1
    1%, 70, -9%, -8%, 3%, -7%
O=C(Nc1ccc(N2CCN(C(=O)c3cccs3)CC2)cc1)c1cccc(F)c1
    0%, 35, 0%, -3%, -1%, -48%
Cn1c(N)c(C(=O)COC(=O)c2cc(S(=O)(=O)N3CCCCC3)ccc2Cl)c(=O)n(C)c1=O
    8%, -16, 3%, -5%, 0%, 24%
O=C(COC(=O)/C=C/c1ccccc1Cl)NC(=O)Cc1ccccc1
    4%, 21, -9%, -1%, 2%, -38%
CCCOc1cccc(OCCSc2nc(C)cc(=O)[nH]2)c1
    0%, -21, -2%, -7%, 5%, -17%
CC(=O)c1ccc(NC(=O)NCCc2c[nH]c3ccccc23)cc1
    -1%, 52, ., 13%, ., .
O=C(COC(=O)CSc1ccc(Br)cc1)NCc1ccco1
    -20%, -6, 19%, -17%, ., -9%
Cc1ccc(-c2nc(NCC3CCCO3)sc2C)cc1 (stereo unspecified)
    -35%, 43, 22%, -10%, 1%, -24%[11.4 µM]
COc1cccc(N2CN(C3CCCCC3)CNC2=S)c1
    3%, 20, -17%, 14%, 0%, -1%
CC1CN(C(=O)CCC(=O)NCc2ccc(F)cc2)c2cc(Cl)ccc2O1 (stereo unspecified)
    -1%, 13, ., -14%, ., .

Three entries from above, as labelled records.
CCCCCC(=O)N1CC2(CC)CN(C(=O)CCCCC)CC(CC)(C1)C2=O
- Sm TGR inh = 5%
- HCMV antiviral = -33
- AMA1 RON2 block = 4%
- AmpC inh detg = 3%
- FBPA Giardia inh = 4%
- AmpC no deterg = 34%
COc1ccc(NC(=O)Cc2c(Sc3ccccc3)c3ccccc3n2C)cc1
- Sm TGR inh = 0%
- HCMV antiviral = 3
- AMA1 RON2 block = -1%
- AmpC inh detg = -13%
- FBPA Giardia inh = 0%
- AmpC no deterg = -37%
COc1ccc(CCNC(=O)c2cc3c(=O)n4cccc(C)c4nc3n(Cc3ccco3)c2=N)cc1OC
- Sm TGR inh = -4%
- HCMV antiviral = -28
- AMA1 RON2 block = 2%
- AmpC inh detg = 2%
- FBPA Giardia inh = -11%
- AmpC no deterg = 132%[activator]

(more compounds)
Each structure is followed by: Sm TGR inh, HCMV antiviral, AMA1 RON2 block, AmpC inh detg, FBPA Giardia inh, AmpC no deterg
COc1ccc(NC(=O)c2ccco2)cc1NC(=O)c1cccc(OC(C)C)c1
    -5%, -35, -12%, -9%, -3%, 21%
Cc1cc(NC(=O)c2ccco2)cc(-c2nc3ccccc3o2)c1O
    10%, -13, ., 1%, ., .
O=C(Oc1cc(=O)oc2ccccc12)c1ccco1
    -9%, 43, ?, -9%, 24%, 1%
CS(=O)(=O)N(CCC#N)Cc1ccc(/C=C2\C(=O)Nc3ccccc32)o1
    -33%, -40, 4%, ?, -7%, -19%
COc1ccc(-c2ccc(CCC(=O)O)n2CC(=O)Nc2cccc(Cl)c2C)cc1
    -30%, -6, ., -6%, ., .
CCn1c(SCc2ccc(C)cc2)nnc1-c1cnccn1
    4%, 6, 0%, -12%, -7%, 16%
N#CC(c1nc2ccccc2nc1N1CCOCC1)S(=O)(=O)c1ccccc1 (stereo unspecified)
    6%, 0, -22%, 3%, 14%, -27%
COc1cc(Cl)cc(C2NC(=O)NC(C)=C2C(C)=O)c1OCC(=O)O (stereo unspecified)
    -7%, -39, -6%, 5%, 0%, -12%
Cc1[nH]nc2c1C(c1ccsc1C)C(C#N)=C(N)O2 (stereo unspecified)
    -6%, ?, -2%, ?, -19%, -19%
Cc1cc(C)n(-c2nnc(Nc3ccc(C)c(C)c3)c3ccccc23)n1
    -9%, 0, ., 20%, ., .
COc1ccc(S(=O)(=O)N2CCC(C(=O)NCc3ccncc3)CC2)cc1OC
    0%, 42, -5%, -1%, 4%, -1%
